TrxR1 substrate: substrates of rat thioredoxin reductase 1; Potency, µM (highest dose often 114 µM), for inactives: at the highest dose activity change, negative = substrate turnover; O89049; 390,000 compounds, 0.01% hits; purified TrxR1 substrate turnover, NADPH consumption readout; further: on the % scale 0 is the no-effect control and ±100 the full control effect; nearly all actives have a fitted effect of over 50% in size
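Rat TrxR1, dispensed at 90 nM, was prereduced with 400 uM NADPH (final) for 5 min at ~22 deg C, then incubated with compound 15 min before 400 uM selenite. A first-read NADPH fluorescence drop versus no-compound background flagged substrates.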
USP1 inh: inhibitors of human USP1/UAF1 deubiquitinase. AID 743255. Potency, µM (doses to about 57.1 µM), inactives show at the top dose activity change, negative = inhibition, hits mostly inhibitors. O94782. 390,000 compounds, 0.23% hits. recombinant USP1/UAF1, Ub-Rhodamine cleavage fluorescence; further: on the % scale 0 is the no-effect control and ±100 the full control effect; nearly all actives have a fitted effect of over 60% in size; inactives centre near -12
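USP1/UAF1 complex (1 nM) preincubated 15 min at room temperature with compound, then Ub-Rho substrate (150 nM final) added. Kinetic fluorescence at 480/540 nm over 6 reads at 60 s intervals; 50 mM HEPES pH 7.8, 0.5 mM EDTA, 0.1 mg/ml BSA, 1 mM TCEP, 0.01% Tween-20.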
Vif-APOBEC3G blk: Vif-A3G binding inhibition. HeLa A3G-eYFP + Vif (tagged APOBEC3G with the HIV-1 protein that degrades it), YFP fluorescence, overnight. Q9HC16. 410,000 compounds, 0.076% hits. Potency, µM (doses to about 46.1 µM), without a hit: at the highest dose activity, negative = active, most hits filed as inhibitors. AID 602310;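 further: on the % scale 0 is the no-effect control and ±100 the full control effect; nearly all actives have a fitted effect of over 60% in size; hits raise eYFP signal because A3G escapes Vif-driven loss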
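HeLa cells stably expressing Vif and C-terminally eYFP-tagged A3G, seeded overnight at 37 deg C, then exposed to compound by pintool overnight at 37 deg C. Rise in yellow fluorescence (Ex 488/Em 500-530, Acumen) marks blocked Vif-driven A3G degradation.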
mIDH1 inhibitor: blocks human mutant IDH1 R132H enzyme; O75874; AID 602179; IDH1-R132H enzyme, NADPH consumption, diaphorase/resazurin fluorescence; Potency, µM (titrated, usually from 76.6 µM), for the others: at the highest dose activity change, negative = inhibition, usual class: inhibitors; 390,000 compounds, 0.093% hits; further: on the % scale 0 is the no-effect control and ±100 the full control effect; nearly all actives have a fitted effect of over 65% in size
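IDH1-R132H (0.5 ug/mL) preincubated 30 min with compound, then NADPH (0.016 mM) and alpha-KG (2 mM) added; 80 min at RT, pH 7.5. Remaining NADPH coupled via diaphorase/resazurin to fluorescence (540/590 nm); concentration-response curves normalized to no-enzyme control.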
RGS4 inh: blocks human RGS4-accelerated GTP hydrolysis; P49798; Transcreener GDP fluorescence polarization, RGS4-accelerated GTP hydrolysis; Potency, µM (top dose mostly 114 µM), without a hit: top-dose activity change, negative = inhibition, usual class: inhibitors; 390,000 compounds, 0.039% hits; AID 504845; further: on the % scale 0 is the no-effect control and ±100 the full control effect; nearly all actives have a fitted effect of over 75% in size; some results filed as inactive show a strong effect at the top dose
Target sequence (P49798 whole entry, looked up): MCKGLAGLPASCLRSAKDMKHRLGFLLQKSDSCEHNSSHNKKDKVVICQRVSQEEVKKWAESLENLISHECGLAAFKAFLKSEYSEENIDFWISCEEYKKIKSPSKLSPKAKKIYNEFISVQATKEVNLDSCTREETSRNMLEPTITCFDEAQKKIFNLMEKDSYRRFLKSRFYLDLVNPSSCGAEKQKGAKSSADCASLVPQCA
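MLSMR compounds (23 nl, pin-transferred) preincubated 10 min at room temperature with a 500nM (2x) first reagent, then RGS4 at 900nM (2x) plus Transcreener GDP mix added; fluorescence polarization (620/688 nm) read before and after 90 min at 30 °C.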
RXFP1 ag: agonists of human relaxin receptor RXFP1 | Q9HBX9 | HEK293T-RXFP1 cAMP TR-FRET, 30 min; response scale: percent of porcine relaxin response, buffer zero | Potency, µM (top dose mostly 57.5 µM), for inactives: at the top dose activation, most hits filed as activators | 370,000 compounds, 0.3% hits; further: on the % scale 0 is the no-effect control and ±100 the full control effect; nearly all actives have a fitted effect of over 60% in size; many of its hits are not listed in these tables
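HEK293T cells stably expressing RXFP1 were pretreated with the PDE4 inhibitor Ro 20174, exposed to compounds for 30 min at 37C, lysed, and cAMP was read by TR-FRET. Data normalized to buffer (basal) and 29 nM porcine relaxin (100%).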
TrxR1 inh: rat TrxR1 inhibition. O89049. recombinant rTrxR1, NADPH fluorescence consumption, selenite substrate. Potency, µM (series often up to 114 µM), inactives show at the top dose activity change, negative = inhibition, most hits filed as inhibitors. 390,000 compounds, 1% hits; further: on the % scale 0 is the no-effect control and ±100 the full control effect; nearly all actives have a fitted effect of over 65% in size
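Rat TrxR1 (90 nM in the dispensed reagent) was pre-reduced with 400 uM NADPH for 5 min at room temperature, then incubated with compound for 15 min. After 400 uM selenite was added, NADPH fluorescence (Ex 340/Em 450 nm) was followed for 8 min.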
12-LOX inh: blocks human arachidonate 12S-lipoxygenase. P18054. purified 12hLO, xylenol orange hydroperoxide absorbance. Potency, µM (titrated, usually from 108 µM), inactives show at the top dose activity change, negative = inhibition, usual class: inhibitors. 580,000 compounds, 1.1% hits. AID 1671190; further: on the % scale 0 is the no-effect control and ±100 the full control effect
Target sequence (P18054 whole entry, looked up): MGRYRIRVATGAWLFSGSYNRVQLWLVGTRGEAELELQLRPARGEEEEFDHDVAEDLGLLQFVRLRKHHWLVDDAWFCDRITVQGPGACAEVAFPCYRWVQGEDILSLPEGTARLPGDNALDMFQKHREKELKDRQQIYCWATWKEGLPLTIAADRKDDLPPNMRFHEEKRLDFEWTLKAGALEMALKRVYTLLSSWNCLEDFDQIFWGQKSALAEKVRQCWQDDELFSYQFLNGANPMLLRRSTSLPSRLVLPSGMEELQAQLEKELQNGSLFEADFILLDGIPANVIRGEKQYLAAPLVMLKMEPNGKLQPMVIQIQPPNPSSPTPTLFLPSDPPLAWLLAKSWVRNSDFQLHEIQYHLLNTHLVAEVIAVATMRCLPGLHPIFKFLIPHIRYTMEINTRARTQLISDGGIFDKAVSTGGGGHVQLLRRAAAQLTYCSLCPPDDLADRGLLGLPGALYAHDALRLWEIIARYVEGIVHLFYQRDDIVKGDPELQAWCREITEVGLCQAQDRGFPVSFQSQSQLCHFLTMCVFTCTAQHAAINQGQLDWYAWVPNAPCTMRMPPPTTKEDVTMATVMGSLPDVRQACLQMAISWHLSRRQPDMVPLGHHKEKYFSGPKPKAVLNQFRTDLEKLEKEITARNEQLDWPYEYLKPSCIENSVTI
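Hydroperoxide product was detected by ferrous iron/xylenol orange as the 573 to 405 nm absorbance ratio. Arachidonic acid at 40 uM (final) was turned over for 30 min at room temperature by 150 nM human 12hLO, pH 7.0 Hepes buffer, after 15 min compound preincubation.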
Vif-A3F inh: Vif-A3F binding inhibition; HeLa A3F-eYFP + Vif (tagged APOBEC3F with the HIV-1 protein that degrades it), YFP fluorescence increase; Potency, µM (highest dose often 46.1 µM), without a hit: at the top dose activity, negative = active; AID 602313; 390,000 compounds, 0.2% hits; further: % of control where 0% means no effect; nearly all actives have a fitted effect of over 65% in size
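HeLa cells stably expressing A3F-eYFP plus Vif, plated and incubated overnight at 37 deg C, then exposed to compounds overnight at 37 deg C. Blocked degradation read as raised yellow fluorescence (Ex 488/Em 500-530).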
An asterisk follows results filed as active; ? = inconclusive; nt = no result given; & = joins results of further samples; [ ] = dose if it differs, or a comment. The call rests on the fitted dose curve; in most records, active means well fitted curve in the direction sought with a large enough effect; inconclusive means small, poorly fitted or top-dose-only effect, or another doubt; inactive means no such curve, though single readings can be large; an effect the other way counts as inactive or inconclusive. Potency means the concentration at half of the fitted maximal effect. Some of the compounds tested; the hit share may differ from the screen's.

SMILES	TrxR1 substrate	USP1 inh	Vif-APOBEC3G blk	mIDH1 inhibitor	RGS4 inh	RXFP1 ag	TrxR1 inh	12-LOX inh	Vif-A3F inh
Cc1cc(C)c2oc(C(=O)Nc3c(C(=O)Nc4ccccc4)oc4ccccc34)cc(=O)c2c1	3%	-17%	3%	8%	12%	-2.0%	29%	-29%	-2%
O=C(CCCCCN1C(=O)c2ccccc2C1=O)NCCc1nc2ccccc2[nH]1	-7%	-10%	-3%	7%	29%	2.7%	10%[57.1 µM]	-22%	5%
COc1ccc(-c2cn3cccnc3n2)cc1Br	227%[activator][57.1 µM]	-11%	1%	4%	-7%	3.2%	142%	-3%	-4%
Cc1c(C(=O)N2CCCCC2)sc(NC(=O)c2ccco2)c1C#N	-11%	-8%	-1%	1%	8%	-3.1%	-13%	31%[activator]	-1%
CC(C)(C)c1cc(NC(=O)c2ccc(OC3CCCC3)cc2)no1	-7%	-10%	-1%	-1%	-7%	-0.3%	0%	-19%&-5%	5%
CCCOC(=O)c1ccc(Nc2cc(C)nc3ncnn23)cc1	3%[57.1 µM]	-4%	-4%	4%	24%	1.4%	2%[57.1 µM]	0%	1%
CC1(c2ccc(OC(F)F)cc2)NC(=O)N(CC(=O)NC2CCCCC2)C1=O (stereo not given)	-2%	-1%	0%	4%	-13%	0.7%	10%	-2%	4%
COc1cc(C)c(NC(=O)c2cc(C3CC3)nc3c2cnn3C(C)C)cc1OC	-4%	-21%	-27%	-1%	-1%	1.6%	8%	-24%	-3%
O=C(CCCn1c(=O)[nH]c2ccccc2c1=O)NC1CCCCCC1	5%[57.1 µM]	3%	-4%	-8%	22%	2.9%	8%[57.1 µM]	4%	-1%
CCCN(CCC)C(=S)NC(=O)c1ccc(-c2ccccc2)cc1	1%[57.1 µM]	-24%	3%	7%	-36%	-0.3%	8%[57.1 µM]	?	-6%
O=C(NNC(=S)NC(=O)c1ccccc1[N+](=O)[O-])c1ccccc1Cl	-9%	-9%	-6%	-1%	-28%	1.2%	-30%	?	-7%
O=C(Cn1cc(/C=N/NC(=O)c2ccccc2Br)c2ccccc21)Nc1ccc(F)cc1	4%	-4%	-1%	-3%	7%	-1.2%	12%	-5%	2%
CN(C)S(=O)(=O)c1cccc(NC(=S)N/N=C/C(c2ccccc2)c2ccccc2)c1	2%	-14%	-1%	2%	1%	-0.8%	-29%	?	3%
COc1ccc(NC(=O)CN2C(=O)CSc3ncccc32)cc1	0%[57.1 µM]	-8%	-1%	14%	-36%	-0.9%	5%[57.1 µM]	31%[activator]	0%
CC(OC(=O)c1ccco1)C(=O)NCc1cccs1 (stereo not given)	-7%	-1%	0%	4%	6%	3.5%	-6%	-3%	-3%
Fc1ccc(-c2nnc(SCc3ncc(-c4ccccc4)o3)n2CC2CCCO2)cc1 (stereo not given)	11%[57.1 µM]	-17%	-12%	3%	-7%	0.0%	-1%[57.1 µM]	?	-3%
CCC(c1nnnn1Cc1ccc2c(c1)OCO2)N1CCN(c2ccc(OC)cc2)CC1 (stereo not given)	-7%	-2%	0%	-4%	14%	-1.7%	2%	-26%	-2%
O=C(CC1C(=O)NCCN1Cc1cccc(Oc2ccccc2)c1)NCCCn1cccn1 (stereo not given)	4%[57.1 µM]	0%	-2%	1%	-21%	-4.0%	7%[57.1 µM]	2%	-12%
Cc1cc(C)nc(NNC(=O)NC2CCCCC2)n1	-3%	-19%	-2%	-9%	-24%[11.4 µM]	-2.2%	-3%	-14%	1%
Cn1cncc1C#Cc1ccc2cc(C(C)(C)O)oc(=O)c2c1	1%[57.1 µM]	-33%	3%	14%	-12%	4.2%	-1%[57.1 µM]	17%	1%
CCOc1ccc(-n2cc(-c3ccccc3)c3c(N4CCC(C)CC4)ncnc32)cc1	0%[57.1 µM]	-12%	5%	8%	2%	-1.1%	9%[57.1 µM]	-25%	-2%
COc1ccc(C)cc1Nc1c2c(nc3ccccc13)CCC2	-11%&-2%	-17%&-9%	?	-8%&-22%	19%&7%	2.6%&5.3%	-10%&24%	8%&-25%	-20%&-2%
COC(=O)[C@@H]1C[C@@H]2CC[C@@H](O)C[C@@H]2N1Cc1ccccc1OS(=O)(=O)c1ccc(C)cc1	4%	-25%	-9%	4%	-34%	0.0%	-11%	5%	0%
CCNS(=O)(=O)c1ccc2nc(NC(=O)c3cccnc3)sc2c1	-10%	-20%	1%	-3%	1%	3.6%	-16%	1%	3%
CC(=Nc1ccccc1)C1=C(O)C(Cc2cccc(F)c2)NC1=O (stereo not given)	nt	-14%	-38%	-5%	nt	nt	nt	?	-11%
CC(C)CC1c2[nH]c3ccccc3c2CCN1C(=O)CCC(=O)N(C)C (stereo not given)	4%[57.1 µM]	-1%	2%	-6%	?	-0.4%	7%[57.1 µM]	1%	-2%
C#CCOCCOCCOCCNc1nc(N2CCN(C(=O)[C@H](C)n3cc(CCC(=O)O)nn3)CC2)nc(N2CCN(C(=O)[C@H](C)n3cc(CCC(=O)O)nn3)CC2)n1	-4%	-27%	-2%	-3%[38.3 µM]	3%	nt	-21%	?	-14%
Cc1ccc(SCCn2nc(C(=O)O)c3ccccc3c2=O)cc1	3%	-11%	0%	4%	0%	2.6%	12%[57.1 µM]	-15%	-7%
Cc1ccc(C(=O)NCC(=O)NC2CCCC2)cc1	5%	-12%	-1%	3%	-27%	0.2%	11%[57.1 µM]	5%	5%
CC(C)(CO)NC(=O)C(Cc1ccccc1)N1C(=O)c2ccccc2C1=O (stereo not given)	-1%	-2%	-1%	-1%	4%	-2.2%	10%	?	15%
CCN(CC)CCCNC(=O)Cn1nc(N2CCN(c3ccccc3OC)CC2)ccc1=O	0%[57.1 µM]	-4%	-2%	2%	?	-0.1%	7%[57.1 µM]	-4%	-7%
Oc1ccccc1CNc1ccc(Br)cn1	-6%	-11%	-11%	8%	3%	-1.8%	-3%	13%	nt
COc1c(C=NNC(N)=O)c(OC)c(OC)c2c1CCO2	-3%	-11%	2%	-3%	-26%	nt	6%	7%	10%
N#Cc1cnn2c1nc(N1CCCCC1)c1ccccc12	89%[activator]	-20%	-3%	5%	-35%	20%	?	-25%	9%
Cc1ccc(C(=O)NCC(c2cccnc2)N2CCc3ccccc32)cc1C (stereo not given)	-5%	-9%	3%	-1%	6%	1.2%	5%	-3%	3%
CC(C)CCNC(=O)NC(=O)COC(=O)/C=C/c1cc(Br)ccc1F	17%	1%	0%	16%	?	2.5%	26%[57.1 µM]	nt	-4%
Cc1cc(=O)oc2cc(Oc3ncccc3[N+](=O)[O-])ccc12	3%[57.1 µM]	-10%	1%	3%	-11%	1.2%	8%[57.1 µM]	17%	2%
Cc1ccc(O)c(NC(=O)C2CC(c3c(F)cccc3Cl)=NO2)c1 (stereo not given)	-14%	-24%	0%	2%	-17%	0.0%	-11%	0%	4%
CCC(Cc1ccccc1)NC(=O)CN1C(=O)COc2ccc(S(=O)(=O)N3CCCCCC3)cc21 (stereo not given)	-10%	-3%	4%	11%	23%	-3.2%	-2%	-5%	-1%
O=C(CCCCCCCCCCC(=O)NCc1cccnc1)NCc1cccnc1	-10%	-22%	10%	12%	5%	-0.7%	-18%	0%	-1%
CCCCNC(=S)NNC(=O)c1csc(C)c1	7%	-20%	-8%	5%	-39%	1.7%	14%	-11%	-8%
CSc1ccccc1NC(=O)CN(C)C(C)C(=O)Nc1ccc(C#N)cc1 (stereo not given)	-6%[57.1 µM]	-14%	1%	6%	-27%	0.3%	16%[57.1 µM]	3%	5%
COC(=O)c1ccc(NC(=O)CSc2nc3c(c(=O)n(C)c(=O)n3C)n2Cc2ccccc2)cc1	-7%	-15%	0%	12%	?	13%	15%	-6%	1%
CC(=O)c1cccc(NC(=O)Cc2ccc(NC(=O)N3CCCCc4ccccc43)cc2)c1	-4%[57.1 µM]	?	1%	5%	-29%	-2.8%	-5%[57.1 µM]	?	8%
CCOC(=O)N1C=CC(C)=C[C@@H]2[C@@H](N3C(=O)c4ccccc4C3=O)C(=O)N21	-8%	-18%	1%	-5%	-19%	-0.9%	-31%	0%	0%
CC(C)N(C(=O)COc1ccc(Br)cc1Cl)C(C)C	-3%	-21%	1%	0%	-7%	3.4%	3%	-17%	-2%

A second format for 3 compounds above.
Order of values: TrxR1 substrate, USP1 inh, Vif-APOBEC3G blk, mIDH1 inhibitor, RGS4 inh, RXFP1 ag, TrxR1 inh, 12-LOX inh, Vif-A3F inh
- COC(=O)c1ccc(NC(=O)CSc2nc3c(c(=O)n(C)c(=O)n3C)n2Cc2ccccc2)cc1
→ -7%, -15%, 0%, 12%, ?, 13%, 15%, -6%, 1%
- CSc1ccccc1NC(=O)CN(C)C(C)C(=O)Nc1ccc(C#N)cc1 (stereo not given)
→ -6%[57.1 µM], -14%, 1%, 6%, -27%, 0.3%, 16%[57.1 µM], 3%, 5%
- CCCCNC(=S)NNC(=O)c1csc(C)c1
→ 7%, -20%, -8%, 5%, -39%, 1.7%, 14%, -11%, -8%

From PubChem
